FXIa inh: human FXIa protease inhibitors, primary screen, biochemical, 1536-well. Coagulation factor XI (Homo sapiens), P03951. purified FXIa, Boc-Glu-Ala-Arg-AMC fluorogenic substrate. inhibition, % at 5 µM. 220,000 compounds, 0.14% hits. AID 798, 2007;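 active means inhibition of at least 40%; inactive means inhibition below 40%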;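 further: fluorescence of freed AMC excited at 355 nm; 0% = enzyme without compound and 100% = no enzyme blank; many of its hits are not listed in these tables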
Rad51 HR inh: human RAD51 strand exchange inhibitors, primary screen, biochemical, fluorescence | hRad51 DNA strand exchange, fluorescence dequenching | DNA repair protein RAD51 homolog 1 (Homo sapiens), Q06609 | inhibition, % at 10 µM | 200,000 compounds, 0.085% hits | AID 1385, 2008;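 active means inhibition above 40% at the single screening dose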;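 further: 0% = DMSO control wells and 100% = blanks with heterologous ssDNA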
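Material: human Rad51–ssDNA filaments; Probe or stimulus: labelled 47-mer dsDNA for strand exchange; Doses: single 10 µM dose; Incubation: 37 °C 15-min filament assembly, 30-min compound preincubation, 15-min exchange; Technique: FRET fluorescence dequenching, excitation 485 nm, emission 520 nm; Measure: Fluorescence-based percent inhibition, control- and blank-normalised; Benchmarks: plate control and blank wells.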
eIF4E 4G PPI: eIF4E–eIF4G protein interaction inhibitors, primary screen, biochemical, uHTS, TR-FRET, eIF4GI fragment | TR-FRET eIF4E-eIF4GI(517-606) binding, 2 h | inhibition, % at 21.7 µM | 220,000 compounds, 0.37% hits;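 active means inhibition above about 30%, limit read from the data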;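 further: 0% = full FRET control wells and 100% = background wells lacking eIF4GI fragment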
Target sequence (P63073 whole entry, looked up, the tested form may be a part): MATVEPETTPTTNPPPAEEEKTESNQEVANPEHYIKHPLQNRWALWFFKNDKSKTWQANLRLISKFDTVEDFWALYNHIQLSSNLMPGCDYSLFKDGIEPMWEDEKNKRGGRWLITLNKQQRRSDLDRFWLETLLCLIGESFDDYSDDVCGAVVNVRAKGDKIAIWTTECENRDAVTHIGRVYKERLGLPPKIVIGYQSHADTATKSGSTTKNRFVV
Target sequence (Q04637 whole entry, looked up, the tested form may be a part): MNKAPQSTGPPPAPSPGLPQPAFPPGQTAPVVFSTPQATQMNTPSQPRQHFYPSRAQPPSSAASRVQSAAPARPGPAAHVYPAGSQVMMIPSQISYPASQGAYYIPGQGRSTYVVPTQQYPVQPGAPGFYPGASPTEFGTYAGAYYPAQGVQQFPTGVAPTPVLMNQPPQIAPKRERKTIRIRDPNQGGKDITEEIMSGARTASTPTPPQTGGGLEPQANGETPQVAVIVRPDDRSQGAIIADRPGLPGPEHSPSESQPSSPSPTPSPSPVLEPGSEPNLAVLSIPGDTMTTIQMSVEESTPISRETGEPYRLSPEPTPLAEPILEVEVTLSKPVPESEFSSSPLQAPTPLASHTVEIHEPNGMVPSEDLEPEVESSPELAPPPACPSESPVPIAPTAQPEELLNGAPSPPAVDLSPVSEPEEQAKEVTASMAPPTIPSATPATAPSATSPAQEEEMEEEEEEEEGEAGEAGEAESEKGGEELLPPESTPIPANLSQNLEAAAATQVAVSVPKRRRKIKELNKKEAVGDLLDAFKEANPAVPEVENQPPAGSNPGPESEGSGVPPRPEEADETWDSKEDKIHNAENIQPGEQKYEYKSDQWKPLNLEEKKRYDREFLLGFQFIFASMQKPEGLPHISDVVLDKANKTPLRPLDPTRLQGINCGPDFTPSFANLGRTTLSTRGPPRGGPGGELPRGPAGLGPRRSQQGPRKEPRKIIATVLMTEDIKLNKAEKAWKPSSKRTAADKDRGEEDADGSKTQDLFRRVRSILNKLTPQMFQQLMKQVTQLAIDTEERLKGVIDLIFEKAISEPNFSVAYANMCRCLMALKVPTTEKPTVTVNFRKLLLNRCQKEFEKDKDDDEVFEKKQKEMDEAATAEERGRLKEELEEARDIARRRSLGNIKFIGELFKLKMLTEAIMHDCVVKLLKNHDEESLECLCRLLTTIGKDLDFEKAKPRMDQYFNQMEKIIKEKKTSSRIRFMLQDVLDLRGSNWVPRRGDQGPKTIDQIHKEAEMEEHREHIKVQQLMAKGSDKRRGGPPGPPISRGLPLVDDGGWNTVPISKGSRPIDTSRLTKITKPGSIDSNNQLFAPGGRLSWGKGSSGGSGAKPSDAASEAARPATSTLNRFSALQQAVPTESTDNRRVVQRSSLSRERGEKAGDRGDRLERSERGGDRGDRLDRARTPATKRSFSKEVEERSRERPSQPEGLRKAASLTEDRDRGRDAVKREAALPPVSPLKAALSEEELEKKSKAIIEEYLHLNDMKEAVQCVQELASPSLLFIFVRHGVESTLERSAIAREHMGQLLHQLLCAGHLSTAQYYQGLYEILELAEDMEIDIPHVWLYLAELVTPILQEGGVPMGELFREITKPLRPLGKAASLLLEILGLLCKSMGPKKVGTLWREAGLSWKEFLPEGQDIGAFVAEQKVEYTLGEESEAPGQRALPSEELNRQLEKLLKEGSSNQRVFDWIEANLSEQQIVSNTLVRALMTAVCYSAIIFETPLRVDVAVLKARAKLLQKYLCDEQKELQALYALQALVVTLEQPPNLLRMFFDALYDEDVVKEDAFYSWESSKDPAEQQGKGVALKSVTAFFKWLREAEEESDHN
FXIIa inh: human FXIIa protease inhibitors, primary screen, biochemical, 1536-well | inhibition, % at 5 µM | purified FXIIa, Boc-QGR-AMC fluorogenic substrate, 2 h | Coagulation factor XII (Homo sapiens), P00748 | 220,000 compounds, 0.3% hits; in the data active means inhibition above about 40%;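 further: 0% = enzyme with no compound and 100% = blank without enzyme; many of its hits are not listed in these tables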
14-3-3 Bad inh: inhibitors of 14-3-3 zeta/Bad binding, primary screen, biochemical, TR-FRET, bovine 14-3-3 zeta | 14-3-3 protein zeta/delta (Bos taurus), P63103 | TR-FRET 14-3-3zeta/Dy647-pBad peptide displacement, 1 h | inhibition, % at 21.7 µM | 220,000 compounds, 0.71% hits;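 active means inhibition above about 70%, limit read from the data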;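 further: 0% = full 14-3-3 plus peptide FRET controls and 100% = background without 14-3-3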
MDM2 E3 inh: MDM2-luciferase reporter signal enhancers, primary screen, MDM2 E3 ligase inhibitor project, cell-based, luminescence, 1536-well; E3 ubiquitin-protein ligase Mdm2 (Homo sapiens), Q00987; cell-based MDM2 ubiquitination luciferase reporter, 2 h; 0 = plate control, 100 = twice control, blank-subtracted; signal enhancement, % at 5 µM; 210,000 compounds, 0.11% hits;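 active means signal enhancement of 30% or more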;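 further: luminescence tracks abundance of the self-degrading MDM2-luciferase fusion protein; higher signal means inhibition of MDM2 E3 ligase activity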
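System: stable MDM2–luciferase fusion reporter cells / Input: 2000 cells seeded into each well / Schedule: 4 h settle plus 2 h compound, 37 °C / Compound: single-point 5 µM / Buffer or medium: cells held in DMEM / Benchmarks: control and blank well means / Evaluation: percent signal gain over controls, blank-subtracted / Measured by: luciferase luminescence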
KLK5 inh: human KLK5 protease inhibitors, primary screen, biochemical, 1536-well; recombinant hK5, fluorogenic AMC substrate cleavage; inhibition, % at 5 µM; AID 873, 2007; 210,000 compounds, 0.59% hits;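 active means inhibition of 40% or more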;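 further: 0% = enzyme controls without compound and 100% = no-enzyme blanks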
p97 inhibitor: inhibitors of human p97 ATPase, primary screen, biochemical; AID 1481, 2009; 220,000 compounds, 0.42% hits; inhibition, % at 8 µM; recombinant p97 ATPase, Kinase-Glo ATP luminescence, 3 h; Transitional endoplasmic reticulum ATPase (Homo sapiens), P55072; in the data active means inhibition above about 15%;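 further: 0% = DMSO vehicle and 100% = wells lacking enzyme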
Wee1 stabilizer: Wee1 degradation inhibitors, primary screen, cell-based, HeLa, Wee1K328M-luciferase, luminescence | HeLa Luc-Wee1K328M stability; 100% = proteasome inhibitor MG132 effect | reporter increase, % at 5 µM | 220,000 compounds, 1.2% hits;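 active means activation above the mean of all tested compounds plus 3 SD, set per screening run, cut at about 8.8% in these data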;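 further: cells exposed to compound for 20 h before luminescence read; 0% = DMSO alone and 100% = MG132 at 30 µM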
* marks the source's active call; other numbers are inactive results; [ ] = another dose, or the depositor's remark.

Screening CCC(CC)C(=O)Nc1ccncc1 returned FXIa inh -6, Rad51 HR inh 1, eIF4E 4G PPI 3, FXIIa inh -8, 14-3-3 Bad inh 2, MDM2 E3 inh -9, KLK5 inh -26, p97 inhibitor 2 and Wee1 stabilizer -2.
For C#CCCOC(=O)N1C2=NC(C(=O)OC)=C(C(=O)OC)[C@@H]3N(Cc4ccccc4)c4ccccc4[C@]23C[C@H]1C(=O)OC the results were FXIa inh 1, Rad51 HR inh 7, eIF4E 4G PPI 0, FXIIa inh 8, 14-3-3 Bad inh 1, MDM2 E3 inh 9 and KLK5 inh 0.
Screening Cc1cccc(NC(=O)c2cc(S(=O)(=O)NCc3ccco3)ccc2F)c1C returned FXIa inh 6, Rad51 HR inh 1, eIF4E 4G PPI -1[fluorescence artefact?], FXIIa inh 7, 14-3-3 Bad inh -3, MDM2 E3 inh 9, KLK5 inh 2, p97 inhibitor 3 and Wee1 stabilizer -3.
For Clc1ccc(Sc2oc(/C=N/n3cnnc3)cc2Br)cc1 the results were FXIa inh 3, Rad51 HR inh 3, eIF4E 4G PPI -3[fluorescence artefact?], FXIIa inh -4, 14-3-3 Bad inh 29[fluorescence artefact?], MDM2 E3 inh -4, KLK5 inh 5, p97 inhibitor -4 and Wee1 stabilizer 6.
CCOC(=O)c1c(C=O)c2sc(C)cc2n1C was read as FXIa inh -2, Rad51 HR inh 6, eIF4E 4G PPI -2, FXIIa inh 1, 14-3-3 Bad inh 0, MDM2 E3 inh -2, KLK5 inh -1, p97 inhibitor 6 and Wee1 stabilizer -1.
For COc1cc(OC)c2cc(C(=O)N/N=C/c3cccc(OC)c3O)[nH]c2c1 the results were FXIa inh -2, eIF4E 4G PPI 3, FXIIa inh 3, 14-3-3 Bad inh -9, MDM2 E3 inh -1, KLK5 inh -4, p97 inhibitor 8 and Wee1 stabilizer 2.
For CCOC(=O)c1sc2ncnc(N3CCN(C)CC3)c2c1C the results were FXIa inh 3, Rad51 HR inh -6, eIF4E 4G PPI -3, FXIIa inh 6, 14-3-3 Bad inh -5, MDM2 E3 inh -2, KLK5 inh 23, p97 inhibitor -2 and Wee1 stabilizer 1.
For C=CCn1c2ccccc2c2nnc(SC(CC)C(=O)Nc3nc(C)c(C(=O)OCC)s3)nc21 (stereo not drawn) the results were FXIa inh -4, eIF4E 4G PPI 2, FXIIa inh 11, 14-3-3 Bad inh 36, MDM2 E3 inh -12, KLK5 inh 8, p97 inhibitor 0 and Wee1 stabilizer -1.
`CCOC(=O)c1sc(Nc2nc(C)cc(OC)n2)nc1C` gave FXIa inh 1, Rad51 HR inh 28, eIF4E 4G PPI 0, FXIIa inh 6, 14-3-3 Bad inh -3, MDM2 E3 inh -22, KLK5 inh -2, p97 inhibitor -2 and Wee1 stabilizer -3.
Screening CC1CC(C)CN(CC(=O)NC(c2ccccc2)c2ccccc2)C1 (stereo not drawn) returned FXIa inh 0, Rad51 HR inh -3, eIF4E 4G PPI 6, FXIIa inh 7, 14-3-3 Bad inh 55, MDM2 E3 inh 13, KLK5 inh 2, p97 inhibitor -1 and Wee1 stabilizer 12*.
Screening CCC(=O)Nc1ccc(C(=O)CN2CCC(C)CC2)cc1 returned FXIa inh -4, Rad51 HR inh 13, eIF4E 4G PPI 2, FXIIa inh 0, 14-3-3 Bad inh 10, MDM2 E3 inh -5, KLK5 inh -17, p97 inhibitor 2 and Wee1 stabilizer -3.
CCCCCCn1c(CN2CCN(Cc3ccccc3)CC2)nc2c1c(=O)n(C)c(=O)n2C was read as FXIa inh -11, Rad51 HR inh -3, eIF4E 4G PPI 0, FXIIa inh -8, 14-3-3 Bad inh 3, MDM2 E3 inh -6, KLK5 inh -2, p97 inhibitor 0 and Wee1 stabilizer 1.
Cc1nn(Cc2n[nH]c(=S)n2Cc2ccccc2)c(C)c1Cl was read as FXIa inh -34, Rad51 HR inh 2, eIF4E 4G PPI 6[fluorescence artefact?], FXIIa inh 19, 14-3-3 Bad inh 0, MDM2 E3 inh -4, KLK5 inh 3, p97 inhibitor 4 and Wee1 stabilizer -3.
`COc1ccccc1C(=O)NCC(=O)OCC(=O)Nc1cccc(S(=O)(=O)N2CCCCCC2)c1` gave FXIa inh -4, Rad51 HR inh 9, eIF4E 4G PPI 0, FXIIa inh 4, 14-3-3 Bad inh -5, MDM2 E3 inh -16, KLK5 inh -2, p97 inhibitor -6 and Wee1 stabilizer -3.
Screening COCCNC(=O)CC(=O)N/N=C/c1ccc(C(=O)OC)cc1 returned FXIa inh 0, Rad51 HR inh 8, eIF4E 4G PPI 0, FXIIa inh 3, 14-3-3 Bad inh -13, MDM2 E3 inh -2, KLK5 inh -4, p97 inhibitor 0 and Wee1 stabilizer 1.
CCC(C)(C(=O)Nc1ccccc1C)N(C(=O)CNC(C)=O)c1ccc(C)cc1 (stereo not drawn) was read as FXIa inh -3, eIF4E 4G PPI -1, FXIIa inh 7, 14-3-3 Bad inh 2[fluorescence artefact?], MDM2 E3 inh 1, KLK5 inh -16, p97 inhibitor 1 and Wee1 stabilizer 3.
`CCOC(=O)N1CCN(C(c2ccc(F)cc2)c2sc3nc(C)nn3c2O)CC1` (stereo not drawn) gave FXIa inh 1, Rad51 HR inh 0, eIF4E 4G PPI -2, FXIIa inh 10, 14-3-3 Bad inh 0, MDM2 E3 inh -8, KLK5 inh -4, p97 inhibitor 1 and Wee1 stabilizer 0.
`COc1ccc([N+](=O)[O-])cc1NS(=O)(=O)c1cccc(C(=O)O)c1` gave FXIa inh 3, Rad51 HR inh 15, eIF4E 4G PPI 4, FXIIa inh 9, 14-3-3 Bad inh 0, MDM2 E3 inh -11, KLK5 inh 3, p97 inhibitor 5 and Wee1 stabilizer 3.
`CC(=O)c1cccc(NC(=O)[C@@H](NC(N)=O)C(C)C)c1` gave FXIa inh 4, Rad51 HR inh 9, eIF4E 4G PPI 0, FXIIa inh 8, 14-3-3 Bad inh 1, MDM2 E3 inh 2, KLK5 inh 3, p97 inhibitor 1 and Wee1 stabilizer -1.
CC1=C(n2nnc3ccccc32)C(c2ccccc2)C(C#N)=C(N)O1 (stereo not drawn) was read as FXIa inh 7, Rad51 HR inh -6, eIF4E 4G PPI 1, FXIIa inh 20, 14-3-3 Bad inh 14, MDM2 E3 inh -8, KLK5 inh 5, p97 inhibitor 2 and Wee1 stabilizer 2.
Screening C/C(NC1CCCC1)=C(/C#N)C(N)=O returned FXIa inh -8, Rad51 HR inh -2, eIF4E 4G PPI 0, FXIIa inh 0, 14-3-3 Bad inh -11, KLK5 inh -14, p97 inhibitor 4 and Wee1 stabilizer -1.
Screening CCn1c2ccccc2c2cc(/C=N/NC(=O)c3ccncc3)ccc21 returned FXIa inh -2, Rad51 HR inh -9, eIF4E 4G PPI 2, FXIIa inh 11, 14-3-3 Bad inh -6, MDM2 E3 inh -13, KLK5 inh 3, p97 inhibitor 0 and Wee1 stabilizer 1.
CCN1CCN(c2nc(Nc3cc(OC)ccc3OC)nc(Nc3cc(OC)ccc3OC)n2)CC1 was read as FXIa inh -2, Rad51 HR inh 4, eIF4E 4G PPI 0, FXIIa inh 2, 14-3-3 Bad inh 5, KLK5 inh -1, p97 inhibitor 4 and Wee1 stabilizer -2.
`OCCCN1CCN(CCOc2ccccc2-c2ccccc2)CC1` gave FXIa inh 6, Rad51 HR inh -1, eIF4E 4G PPI 5, FXIIa inh 11, 14-3-3 Bad inh 15, MDM2 E3 inh -6, KLK5 inh -8, p97 inhibitor 2 and Wee1 stabilizer 0.
`Cn1c(-c2ccccc2)cnc1N` gave FXIa inh -2, Rad51 HR inh -3, eIF4E 4G PPI -4, FXIIa inh 6, 14-3-3 Bad inh -11[fluorescence artefact?], KLK5 inh -4, p97 inhibitor -1 and Wee1 stabilizer 0.
`COc1ccc(N(C(=O)c2ccco2)S(=O)(=O)c2cccc([N+](=O)[O-])c2)cc1` gave FXIa inh 20, Rad51 HR inh 5, eIF4E 4G PPI -6, FXIIa inh 22, 14-3-3 Bad inh -8, MDM2 E3 inh -15, KLK5 inh -5, p97 inhibitor 2 and Wee1 stabilizer 1.
`Cn1cc(CN2CCC(C(=O)N3CCCC3)CC2)c(-c2ccccc2F)n1` gave FXIa inh -6, Rad51 HR inh 2, eIF4E 4G PPI -3, FXIIa inh 5, 14-3-3 Bad inh -10, MDM2 E3 inh -5, KLK5 inh -2, p97 inhibitor 4 and Wee1 stabilizer -3.
For Cc1cc(C)n2[nH]c(=O)c(N=Nc3cccc(C(F)(F)F)c3)c2n1 the results were FXIa inh 1, Rad51 HR inh -3, eIF4E 4G PPI 12[fluorescence artefact?], FXIIa inh 19, 14-3-3 Bad inh -18, MDM2 E3 inh -9, KLK5 inh -23, p97 inhibitor -2 and Wee1 stabilizer -1.
`COc1ccccc1NC(=O)N(CCN(C)C)Cc1cc2cc(C)ccc2[nH]c1=O` gave FXIa inh 8, Rad51 HR inh -3, eIF4E 4G PPI 1, FXIIa inh 15, 14-3-3 Bad inh -3, MDM2 E3 inh -3, KLK5 inh -4, p97 inhibitor 0 and Wee1 stabilizer 3.
For O=C(CN1CCCN(Cc2ccc(F)cc2Cl)C1=O)NC1CCCC1 the results were FXIa inh -2, Rad51 HR inh 2, eIF4E 4G PPI -1, FXIIa inh 9, 14-3-3 Bad inh -10, MDM2 E3 inh 12, KLK5 inh 2, p97 inhibitor 6 and Wee1 stabilizer -1.
For COCCn1c(SCC(=O)Nc2ccccc2C)nc2c(oc3ccccc32)c1=O the results were FXIa inh 2, Rad51 HR inh 6, eIF4E 4G PPI 8, FXIIa inh 6, 14-3-3 Bad inh 30, MDM2 E3 inh -8, KLK5 inh -5, p97 inhibitor 4 and Wee1 stabilizer 3.

In the list so far, 2 contain a nitro group on carbon:
`COc1ccc([N+](=O)[O-])cc1NS(=O)(=O)c1cccc(C(=O)O)c1` gave FXIa inh 3, Rad51 HR inh 15, eIF4E 4G PPI 4, FXIIa inh 9, 14-3-3 Bad inh 0, MDM2 E3 inh -11, KLK5 inh 3, p97 inhibitor 5 and Wee1 stabilizer 3.
`COc1ccc(N(C(=O)c2ccco2)S(=O)(=O)c2cccc([N+](=O)[O-])c2)cc1` gave FXIa inh 20, Rad51 HR inh 5, eIF4E 4G PPI -6, FXIIa inh 22, 14-3-3 Bad inh -8, MDM2 E3 inh -15, KLK5 inh -5, p97 inhibitor 2 and Wee1 stabilizer 1.

Bioassay records deposited in PubChem by several laboratories.
